M1 antag – blocks human M1 muscarinic receptor; inhibition, % at 3 µM; 1.3% of 360,000 active; CHO-K1 hM1, Fluo-8 calcium fluorescence, ACh EC80 antagonist;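 active = percent inhibition above its own plate's cutoff, namely the mean of that plate's compound wells plus 3 SD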;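 also: peak over basal fluorescence ratio during 140 s after agonist addition; 0% = ACh EC80 plus DMSO and 100% = DMSO alone without agonist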
Target sequence (P11229 whole entry, looked up): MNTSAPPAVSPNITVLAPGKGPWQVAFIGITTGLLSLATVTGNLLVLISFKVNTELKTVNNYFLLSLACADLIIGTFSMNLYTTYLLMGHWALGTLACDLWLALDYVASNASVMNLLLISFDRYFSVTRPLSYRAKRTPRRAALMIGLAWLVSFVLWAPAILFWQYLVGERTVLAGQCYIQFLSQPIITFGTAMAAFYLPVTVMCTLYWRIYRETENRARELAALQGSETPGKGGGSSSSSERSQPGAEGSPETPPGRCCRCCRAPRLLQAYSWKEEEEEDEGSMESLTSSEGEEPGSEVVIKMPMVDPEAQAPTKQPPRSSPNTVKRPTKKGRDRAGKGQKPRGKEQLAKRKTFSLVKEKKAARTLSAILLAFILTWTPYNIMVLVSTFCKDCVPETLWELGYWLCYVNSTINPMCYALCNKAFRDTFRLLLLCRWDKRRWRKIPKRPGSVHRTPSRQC
M5 ag – agonists of human muscarinic M5 receptor (CHRM5); P08912; CHO-K1 hM5 cells, Fluo-8 calcium fluorescence; 0% DMSO wells, 100% maximal acetylcholine response; activation, % at 3 µM; 0.19% of 360,000 active; AID 624037;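 active = activation above the run's mean over test compounds plus 3 SD, cut at about 23% in these data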;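 also: signal is peak over basal fluorescence ratio across the kinetic read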
CHRM5 antagonist – blocks acetylcholine activation of human M5 receptor | P08912 | CHO-hM5 cells, Fluo-8 calcium fluorescence, ACh EC80 | inhibition, % at 3 µM | 0.59% of 360,000 active | AID 624040;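 active = inhibition above a per-plate cutoff, the mean of that plate's test compounds plus 3 SD, cut at about 27% in these data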;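 also: 0% = acetylcholine EC80 with DMSO and 100% = DMSO without agonist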
CRFR2-BP ag – CRF-BP/CRF-R2 complex agonism; HEK293 CRF-R2/CRF-BP, calcium dye fluorescence (FLIPR); percent of saturating CRF peptide response; activation, % at 13.2 µM; 0.46% of 350,000 active; AID 588473;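 active = activation of at least 50%, plus an integration ratio under a set limit after plate pattern correction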;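 also: plate controls were neutral control wells without compound for no effect and CRF at EC100 for full effect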
CHRM4 PAM – positive allosteric modulators of human muscarinic M4 receptor; activation, % at 3 µM; 0.4% of 360,000 active; CHO-K1 hM4/Gqi5, Fluo-8 calcium fluorescence, ACh EC20; 0% = ACh EC20, 100% = maximal ACh;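 active = activation above its plate's cutoff, the mean activation of sample wells plus 3 SD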; also: some results filed as inactive read as strong as hits
Target sequence (P08173 whole entry, looked up): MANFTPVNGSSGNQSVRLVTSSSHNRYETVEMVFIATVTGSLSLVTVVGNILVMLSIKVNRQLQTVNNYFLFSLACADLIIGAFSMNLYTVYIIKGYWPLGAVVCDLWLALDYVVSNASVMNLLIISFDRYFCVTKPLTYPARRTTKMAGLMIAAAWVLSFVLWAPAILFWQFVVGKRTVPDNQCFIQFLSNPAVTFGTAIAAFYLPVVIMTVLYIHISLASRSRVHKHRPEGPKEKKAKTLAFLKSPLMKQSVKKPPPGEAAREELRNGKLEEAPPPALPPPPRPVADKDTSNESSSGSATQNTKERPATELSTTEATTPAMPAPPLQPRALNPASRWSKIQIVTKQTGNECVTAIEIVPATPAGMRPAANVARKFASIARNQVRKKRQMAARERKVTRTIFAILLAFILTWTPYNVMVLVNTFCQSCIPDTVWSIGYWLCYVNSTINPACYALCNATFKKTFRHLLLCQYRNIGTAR
M1 PAM – human CHRM1 positive allosteric modulation | CHO-K1 hM1, Fluo-8 calcium fluorescence, ACh EC20; 0% = ACh EC20, 100% = maximal ACh | activation, % at 3 µM | 0.088% of 360,000 active | AID 588819; in the data active = activation above about 19%, passing the limit was not always enough
M5 PAM – CHRM5 positive allosteric modulation. P08912. CHO-K1 hM5, Fluo-8 calcium, ACh EC20 PAM; 0% = ACh EC20, 100% = ACh EC100. activation, % at 3 µM. 0.3% of 360,000 active. AID 624038;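 active = activation above the run cutoff, the mean activation of all test compounds plus 3 SD, cut at about 18% in these data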
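Replicates: One well per compound, no replicates | System: Human M5 receptor in CHO-K1 cells | Benchmarks: Low control EC20 acetylcholine (0%), high control EC100 acetylcholine (100%) | Probe or stimulus: Acetylcholine, EC20 level | Times: Fluo-8 loading 80 min at 37 °C plus 30 min room temperature | Signal: Intracellular calcium via Fluo-8 fluorescence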
M4 ag – agonists of human muscarinic M4 receptor (CHRM4); 0.14% of 360,000 active; CHO-K1 hM4/Gqi5, Fluo-8 calcium fluorescence; vehicle 0%, full acetylcholine response 100%; AID 624127; activation, % at 3 µM; P08173;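 active = activation above the run mean over all test wells plus 3 SD, cut at about 32% in these data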;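 also: peak over basal fluorescence ratio per well then scaled between controls; 0% = DMSO wells and 100% = acetylcholine at EC100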
CHRM4 antagonist – CHRM4 antagonism in calcium assay. P08173. 0.73% of 360,000 active. inhibition, % at 3 µM. AID 624125. CHO-hM4 cells, ACh EC80, Fluo-8 calcium fluorescence;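 active = inhibition above its plate's cutoff, the mean inhibition of sample wells plus 3 SD, cut at about 27% in these data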;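 also: 0% = acetylcholine EC80 with DMSO and 100% = DMSO without agonist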
* hit, by the source's call; . = no result given; & = joins results of further samples.

SMILES,CHRM4 antagonist,CHRM5 antagonist,M1 antag,M4 ag,M1 PAM,M5 PAM,CRFR2-BP ag,M5 ag,CHRM4 PAM
CCCCCNC(=O)C1CC(=O)OC12CCCCC2 (stereo not drawn),3,-2,1,0,6,5,13,-3,-1
CC1CC(C)CN(CC(=O)Nc2ccc3c(c2)OCCO3)C1 (stereo not drawn),-7,5,-3,1,3,-5,9.4,-6,7
CC(NC(=O)C(=O)N1CCOCC1)C(c1cccs1)N1CCN(c2ccccc2F)CC1 (stereo not drawn),6,-5,-4,6,-4,2,-0.4,0,-3
Cc1cc(NC(=O)CSc2ncn[nH]2)no1,-5,-2,-3,1,1,2,-1.0,-1,2
O=C1C=CC(=O)N1Nc1ccc(Br)cc1,-15,1,7,0,-5,-2,3.0,0,9
Cc1csc(NC(=O)CCc2nc3ccccc3s2)n1,-13,-3,-3,3,-6,-3,-0.8,-1,-2
C=CCn1c(SCC#N)nnc1-c1ccc2ncccc2c1,-15,-7,-13,1,7,10,1.0,-2,8
COc1ccc(CC(=O)Nc2cccc(/C(C)=N/NC(=O)C3(C)CC3(Br)Br)c2)cc1 (stereo not drawn),-9,8,-8,4,4,-2,3.1,-1,5
CCC1(c2ccccc2)NC(=O)N(CC(=O)Nc2ccc(S(=O)(=O)N3CC(C)CC(C)C3)cc2)C1=O (stereo not drawn),-5,6,-9,2,5,-5,5.6,-5,2
Cc1ccccc1C#N,-11,5,-7,1,13,1,-0.6,3,7
CC(=O)Nc1ccc(S(=O)(=O)NCc2csc(C)n2)cc1,-3,-5,-1,3,8,-1,0.5,3,8
CCOc1cc(CO)cc(Br)c1OCC(=O)Nc1ccccc1C,-6,1,4,6,-2,-6,-0.8,-2,-6
O=C(CSc1ccccn1)Nc1ccc(Br)cn1,5,-9,-5,1,1,-3,-1.8,-7,3
O=C(CC1C=CCC1)Nc1ccccc1 (stereo not drawn),-9,-6,-16,1,16,20*,-1.2,3,9
CC1CC(=O)N(Cc2ccccc2)c2ccccc2N1C=O (stereo not drawn),5,4,-7,0,5,-6,-0.8,-8,-9
Cc1ccc(/C=N/Nc2nc3ccccc3[nH]2)s1,-16,-1,-3,1,8,0,-3.1,-4,2
C=CCn1cc(C(=O)NCc2ccc3c(c2)OCO3)c(=O)c2cc(S(=O)(=O)N(CC)CC)ccc21,3,8,3,3,1,-9,-0.3,-5,-17
CCOc1ccccc1NC(=O)c1nc(S(=O)(=O)Cc2cccc(C)c2)ncc1Cl,3,5,-10,2,11,2,1.1,-3,-3
COCCNC(=O)C1=C(N)C(C(=O)Nc2ccc(C)c(S(=O)(=O)N3CCCCC3)c2)SC1=Nc1ccc(C)cc1C (stereo not drawn),-14,6,12,0,-3,-3,3.5,3,11
Cn1c(N)c(C(=O)c2cc(-c3ccncc3)nc3ccccc23)c(=O)n(C)c1=O,-5,10,25,1,-8,-2,-0.1,2,-3
C[c-]1[c-](C)[c-](C)[c-](C)[c-]1C.[Fe].c1cc2nccc(N3CCCC3)[c-]2c1 (stereo not drawn),-3&11,14&10,1&-7,26&1,2&10,-2&1,5.9&0.6,0&1,7&5
CCO/C(C)=N/Oc1cnc2ccccc2c1,4,-6,5,-1,3,5,.,-1,-4
O=C(O)/C=C\C(=O)Nc1ccc(F)c(F)c1F,-11,4,-7,1,3,-1,-0.6,-2,-6
CCNc1nc(NCC)n2c(SCC(=O)O)nnc2n1,8,-4,-7,1,11,8,-1.9,-1,7
COc1ccc(C=O)cc1C1=CC(=O)C[C@H](c2ccc(Cl)cc2)C1,14,1,6,2,-2,-9,0.0,-4,-6
Cc1ccc(S(=O)(=O)N(C)CC(=O)OCC(=O)N2CCCC2=O)cc1,-11,7,-1,1,8,-2,-0.7,0,6
COC(=O)c1ccc(C2=NOC(C)(c3sc(-c4ccccc4)nc3C)C2)cc1 (stereo not drawn),0,12,-3,0,4,-9,1.0,1,0
COc1ccccc1-c1cc(C(F)(F)F)nc(NCc2cccs2)n1,9,1,-7,-2,0,-3,-1.7,-2,1
COc1cccc(NC(=O)NC2CC(=O)N(c3ccc4c(c3)OCCO4)C2)c1 (stereo not drawn),0,2,-3,2,13,-1,0.3,0,5
O=C(Cn1cc(C(F)(F)F)ccc1=O)Nc1ccc2c(c1)OCCO2,-7,17,0,1,19,-2,-0.3,3,7

Pulled by compound from above (two):
SMILES,CHRM4 antagonist,CHRM5 antagonist,M1 antag,M4 ag,M1 PAM,M5 PAM,CRFR2-BP ag,M5 ag,CHRM4 PAM
O=C(Cn1cc(C(F)(F)F)ccc1=O)Nc1ccc2c(c1)OCCO2,-7,17,0,1,19,-2,-0.3,3,7
CC(NC(=O)C(=O)N1CCOCC1)C(c1cccs1)N1CCN(c2ccccc2F)CC1 (stereo not drawn),6,-5,-4,6,-4,2,-0.4,0,-3

Later entries
SMILES,CHRM4 antagonist,CHRM5 antagonist,M1 antag,M4 ag,M1 PAM,M5 PAM,CRFR2-BP ag,M5 ag,CHRM4 PAM
Cc1ccnc(NC2c3ccccc3C(=O)N2Cc2ccccc2Cl)c1 (stereo not drawn),-16,-2,-13,-1,5,-2,-3.5,0,4
O=C(Cn1cc(S(=O)(=O)N2CCN(c3ccccc3F)CC2)c2ccccc2c1=O)NCCCN1CCCCCC1,9,-1,10,0,-8,1,-3.5,-11,-9
O=C(CCC(=O)NNC(=O)Cc1ccccc1)NCc1ccccc1,1,2,3,0,-1,1,4.2,-2,0
CCC(C)NC(=O)C1c2ccccc2Oc2ccccc21 (stereo not drawn),0,5,-8,0,2,0,-1.5,-3,-5
Cc1ccc(-c2cc(C(=O)Nc3nn[nH]n3)c3ccccc3n2)c(C)c1,-9,-8,1,0,5,-2,0.7,-3,10
COc1cccc(/C=C/C(=O)OCC(=O)c2ccc(C)c(C)c2)c1OC,2,7,-4,3,3,-2,1.5,-5,9
CN1C(=O)CC(N2CCN(c3ccccn3)CC2)C1=O (stereo not drawn),2,-1,-3,0,4,2,1.7,0,-5
CCN(CC(=O)NCc1ccc(Cl)cc1)C(=O)Cc1ccccc1[N+](=O)[O-],-2,4,-21,2,11,-3,-1.2,-3,2
COc1ccc(S(=O)(=O)n2nc(OC(=O)c3c(-c4ccccc4Cl)noc3C)cc2N)cc1,-10,3,-8,1,-4,-6,-0.5,2,0
O=C(c1cccc(S(=O)(=O)N2CCOCC2)c1)N1CCN(S(=O)(=O)c2cccc([N+](=O)[O-])c2)CC1,4,-1,-6,3,7,8,1.0,0,-2
c1ccc(C(NCCNC(c2ccccc2)c2ccccc2)c2ccccc2)cc1,-6,10,4,9,-2,-11,0.1,-2,-6
CSCCC(NC(=O)c1ccco1)C(=O)N1CCN(C(c2ccccc2)c2ccccc2)CC1 (stereo not drawn),-7,-3,3,3,6,1,-0.7,-5,-2
CC(=O)OCC(=O)C1=CCC2C3CCC4=CC(=O)C=CC4(C)C3(F)C(OC(C)=O)CC12C (stereo not drawn),1,-3,0,1,0,4,0.0,-5,4
O=C(Nc1cccc(-c2cccc(Cl)c2)c1)C1CCN(Cc2ccon2)CC1,9,4,8,3,-3,-4,1.4,-6,0
O=C(Cn1ccc(=O)[nH]c1=O)Nc1ccc(C(=O)O)c(O)c1,-27,3,-22,1,10,0,5.2,-3,8
O=S(=O)(c1ccc(S(=O)(=O)N2CCCN(Cc3ccccc3)C2)cc1)N1CCCCCC1,-10,5,3,5,-5,-3,-1.1,4,5
O=C(Oc1cccc(Oc2ccccc2)c1)N1CCOCC1,16,8,5,0,-6,-2,0.8,0,3
CCOc1ccccc1OCC(=O)Nc1ccc(S(=O)(=O)N(C)C)cc1,-7,8,-7,9,4,-9,0.9,2,9
O=C(NCCN1CCCC1)c1ccc(Cn2c(=S)[nH]c3ccc(Br)cc3c2=O)cc1,1,26,12,6,-15,-33,-1.5,46*,-13
COc1cc(OC)cc(C(=O)NCC(=O)N2CCC(C)CC2)c1,1,0,-1,0,3,0,-5.4,0,3
CC(=O)C12OC1CC1C3CCC4=CC(=O)CCC4(C)C3CCC12C (stereo not drawn),17,3,12,3,-8,5,0.6,-7,-10
COCCNC(=O)C1C(=O)Nc2ccccc2C(=O)N1C1CCCC1 (stereo not drawn),-8,1,.,1,.,-2,.,1,0
COc1ccc(C(=O)CC(=O)Nc2ccc([N+](=O)[O-])cc2)cc1,5,18,0,7,3,-10,4.7,1,-5
CSc1ccccc1COC(=O)Nc1ccccc1C,1,0,2,-2,0,-3,-1.8,-4,-4
NS(=O)(=O)c1ccc(CNC(=O)c2cc(-c3ccccn3)nc3ccc(Cl)cc23)cc1,-7,6,-3,5,8,-4,0.9,1,2
COc1ccccc1OCCC(=O)OCC(=O)NCc1ccc(F)cc1,6,5,0,1,2,1,-0.3,-4,-6
COc1cccc(NCc2nnc(SCC(=O)N(C)C3CCS(=O)(=O)C3)n2C2CCCCC2)c1 (stereo not drawn),4,3,-18,1,1,0,0.0,-3,7
CN(C)C(=O)Nc1ccc(Cl)c(Cl)c1,15,1,-36,2,7,0,.,1,4
Cc1cc(C)cc(-c2nnc(SCC(=O)c3ccc4c(c3)OCCO4)o2)c1,2,-5,-15,2,14,3,-1.7,4,5
COc1ccc(CN(C)[C@H]2C[C@H]3c4[nH]c5ccccc5c4CCN3C[C@H]2[C@H](C)O)cc1,-4,-7,9,1,-9,-3,2.3,0,-4

Screening data: PubChem BioAssay, several laboratories

Rows were taken by chance, and some 2.8% of all compounds hit somewhere here.
